Screening results from PubChem.
M. tuberculosis GlmU – inhibition of mycobacterial GlmU enzyme – biochemical, glucosamine-1-phosphate acetyltransferase (AID 1376); actives 0.25% (n = 220,000); one-dose inhibition, %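 (tested at 30 µM in the primary screen)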; IC50 in µM for titrated hits; M. tuberculosis GlmU acetyltransferase enzyme assay; higher % means a stronger effect; in the data active means inhibition above about 13%;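 further: 0% = complete reaction with vehicle and 100% = reaction without substrate; strong numbers were not always called active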
Mtb RmlCD inh – inhibitors of Mycobacterium tuberculosis RmlC and RmlD coupled enzymes | P9WH09+P9WH11 | RmlC+RmlD coupled enzyme assay, percent inhibition; primary screen in compound mixtures | inhibition, % at 3.6 µM | actives 0.03% (n = 160,000) | AID 1533; in the data active means inhibition mostly above about 34%, no sharp cut-off; further: some results filed as inactive read as strong as hits
Target sequence (P9WH09 whole entry, looked up): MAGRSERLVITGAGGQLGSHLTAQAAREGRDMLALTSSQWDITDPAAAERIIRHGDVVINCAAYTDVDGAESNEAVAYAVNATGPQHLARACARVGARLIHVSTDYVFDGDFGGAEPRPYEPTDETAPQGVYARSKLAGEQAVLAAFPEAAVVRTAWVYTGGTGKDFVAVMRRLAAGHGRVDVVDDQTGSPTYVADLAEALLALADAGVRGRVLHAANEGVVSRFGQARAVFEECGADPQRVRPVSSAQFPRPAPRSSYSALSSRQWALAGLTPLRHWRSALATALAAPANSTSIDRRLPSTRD
Target sequence (P9WH11 whole entry, looked up): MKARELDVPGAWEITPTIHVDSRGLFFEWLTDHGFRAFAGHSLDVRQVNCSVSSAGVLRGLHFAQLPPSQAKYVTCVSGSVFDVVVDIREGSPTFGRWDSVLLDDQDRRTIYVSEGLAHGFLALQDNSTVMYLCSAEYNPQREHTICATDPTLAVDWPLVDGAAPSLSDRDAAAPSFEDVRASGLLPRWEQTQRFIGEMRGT
Numbers without * were called inactive; / = no result given.

Below each compound – M. tuberculosis GlmU	Mtb RmlCD inh
CC1CCc2c(nc3ncnn3c2N2CCN(c3ccccc3)CC2)C1 (stereo unspecified)
→ 2.3%	27.2
Cc1ccc(CNC(=O)c2ccc[nH]2)cc1
→ -6.0%	-9.1
COc1cc(OC)c(OC)cc1/C=N/n1c(-c2n[nH]c3c2CCC3)n[nH]c1=S
→ 3.8%	7.8
Cc1[nH]c2ccccc2c1C(=O)COC(=O)CCS(=O)(=O)c1ccccc1Cl
→ 0.9%	-0.2
Cc1cccc(OP(=O)(Oc2ccccc2)OC(c2ccccc2)C(F)(F)F)c1 (stereo unspecified)
→ 1.0%	/
O=C(COC(=O)c1nc(Cl)ccc1Cl)c1ccc(Cl)s1
→ -0.5%	-5.1
Cc1cccc(-n2nnnc2SCC(=O)N(CC(C)C)c2c(N)n(CC(C)C)c(=O)[nH]c2=O)c1
→ -3.1%	10.3
Cc1ccc(CSc2nn3c(=O)c(C)nnc3s2)cc1
→ -2.5%	10.0
Cc1no[n+]([O-])c1COc1ccc(/C=C(\C#N)C(N)=O)cc1
→ 7.1%	12.9
COc1ccc(C2CC(C(F)(F)F)n3ncc(C(=O)Nc4cccc(O)c4)c3N2)cc1OC (stereo unspecified)
→ 4.2%	/
CN(CC(=O)Nc1cccnc1)S(=O)(=O)c1cc(Cl)ccc1Cl
→ -6.6%	8.7
COc1cccc(/C=N/n2c(-c3ccco3)nc3ccccc3c2=O)c1
→ 12.8%*	12.8
CCN(CC)S(=O)(=O)c1cccc(C(=O)Oc2cccc(NC(=O)c3cccs3)c2)c1
→ 1.6%	6.6
O=[n+]1cc(-c2ccc(Cl)cc2)n([O-])c2c1CCC2
→ 0.8%	6.4
Cc1ccc(C(C(=O)NC2CCCCC2)N(C(=O)Cc2c[nH]c3ccccc23)c2ccccc2)o1 (stereo unspecified)
→ -2.9%	/
CCCC1(c2ccccc2)NC(=O)N(CC(=O)Nc2sc(-c3ccccc3)cc2C(=O)OCC)C1=O (stereo unspecified)
→ 1.0%	-7.4
CCO[C@@H]1OC(C(=O)N2CCOCC2)=C[C@H](c2cn(C(C)=O)c3ccccc23)[C@H]1CCCO
→ -1.3%	/
Cc1ccc2cc(CN(CCO)Cc3nnnn3Cc3ccc(F)cc3)c(=O)[nH]c2c1
→ -1.9%	0.1
CCCN(CCC)C(=O)Cn1c(=O)n(CCC(=O)NCCc2ccccc2)c(=O)c2ccccc21
→ -4.0%	5.4
Cc1ccc(CNC(=O)CSc2nc3c(sc4ccccc43)c(=O)n2CCCN2CCCC2)cc1
→ -2.9%	-8.1

Compound profiles, from the list above. Screens in order: M. tuberculosis GlmU, Mtb RmlCD inh
`COc1cc(OC)c(OC)cc1/C=N/n1c(-c2n[nH]c3c2CCC3)n[nH]c1=S` is listed as 3.8%, 7.8
`CC1CCc2c(nc3ncnn3c2N2CCN(c3ccccc3)CC2)C1` (stereo unspecified) is listed as 2.3%, 27.2

(next part)
Below each compound – M. tuberculosis GlmU	Mtb RmlCD inh
O=C(COC(=O)C1CC1)Nc1ccc(OC(F)F)cc1
→ 3.5%	/
CC(=O)c1c(C(C)=O)c(C)n(-c2ccc3ncccc3c2)c1C
→ 8.6%	5.3
CN(c1ccc(C(=O)NCc2ccncc2)cc1)S(C)(=O)=O
→ -0.4%	7.6
Cn1cccc1C(=O)NS(=O)(=O)c1ccccc1Cl
→ -2.9%	1.8
Oc1ccc(-c2nc3ncccn3c2Nc2ccc3c(c2)OCCO3)cc1
→ 4.3%	7.0
COC(=O)[C@@]1(Cc2ccc(OC)cc2)[C@H]2c3cc(C(=O)N(C)C)n(Cc4ccc(OC(F)(F)F)cc4)c3C[C@H]2CN1C(=O)c1ccccc1
→ -0.7%	/
COc1ccc(NC(=O)c2ccccc2NC(=O)CSc2ccc(Cl)cc2)cc1
→ 2.6%	-5.7
O=C(NCC(c1cccs1)N1CCOCC1)c1ccco1 (stereo unspecified)
→ 0.2%	44.1
Cc1cccc(N(Cc2nnc3n2CCCCC3)C(=O)Nc2ccccc2)c1
→ -0.4%	14.3
NC(=O)OCCCc1ccccc1
→ -2.6%	/
COc1ccc(NC(=O)Nc2ccncc2)c(OC)c1
→ -0.5%	5.4
COc1ccccc1C(=O)NCC(=O)OCc1ccc(Br)cc1
→ -0.9%	-0.5
COc1ccc(-c2nc3ccc([N+](=O)[O-])cc3o2)cc1
→ -6.3%	2.6
CC(C)(C)C(=O)/C(=C\c1ccc([N+](=O)[O-])cc1)n1cncn1
→ -5.3%	/
Cc1ccccc1OC1C(=O)N(CC2CCCO2)C1c1ccc2c(c1)OCO2 (stereo unspecified)
→ -2.5%	0.6
CCOC(=O)c1cc(C)n(-c2c(C)n(C)n(-c3ccccc3)c2=O)c1C
→ 2.3%	-4.8
Cc1ccc(C(=O)Nc2cccc(C(=O)O)c2)cc1S(=O)(=O)N1CCOCC1
→ 4.7%	-5.4
Brc1ccc(-c2nnc(-c3ccccc3Br)o2)cc1
→ 3.8%	-0.4
C/C(=N\NC(=O)c1ccc(CN2CCc3ccccc3C2)cc1)c1ccccc1O
→ -3.4%	1.8
Cc1oc(CC(C)C)cc1C(=O)Nc1cccc2ccccc12
→ -0.1%	/
O=C(CNC(=O)c1ccccc1F)N/N=C/c1cc(Br)ccc1OCc1ccccc1
→ -0.6%	54.9
COc1ccc(C(=O)NNC(=O)CSc2nnc(-c3cccnc3)n2C)cc1
→ -1.3%	-5.2
Cc1cccc(NC(=O)CSc2nnc(-c3ccco3)o2)c1
→ 2.9%	-5.7
CC(=O)Nc1ccc2oc(C)nc2c1
→ -5.7%	9.0
CCC(=O)N1CCN(CCN=CC2=C(O)CC(C)(C)CC2=O)CC1
→ -0.3%	7.2
COc1ccc(S(=O)(=O)N(CC(C)C)CC(C)C)c2cccnc12
→ 4.1%	-3.6
Cc1cccc(NC(=S)N/N=C/c2c[nH]c3ccccc23)c1
→ 2.1%	-5.0
N#C/C(=C\C1CC=CCC1)c1nc2ccccc2[nH]1 (stereo unspecified)
→ 1.3%	33.2
CCC(=O)n1nc(-c2cccnc2)nc1NCc1cccs1
→ -3.1%	3.4
C(=N\Nc1nnnn1-c1ccccc1)/c1ccncc1
→ 12.7%	2.3
CCOC(=O)C1=C(C)N(C)C2(C)CC1c1ccccc1O2 (stereo unspecified)
→ -2.1%	/
Cc1cc(=O)c2ccc(C(F)(F)F)cc2[nH]1
→ 0.1%	-0.8
CC(C)(C)OC(=O)NCCCC[C@@H](C(=O)N1CCN(C(=O)OC(C)(C)C)CC1)n1cc(C(CO)NC(=O)OC(C)(C)C)nn1 (stereo partly specified)
→ 0.5%	/
CC(=O)C1=C(O)C(=O)N(CCCn2ccnc2)C1c1ccc(Cl)cc1 (stereo unspecified)
→ -4.0%	-3.9
Cc1[nH]nc(N=CC2=C(O)CC(c3ccco3)CC2=O)c1-c1ccc(Cl)cc1 (stereo unspecified)
→ -2.8%	/
Cc1ccc(N2C(N)=C(C#N)C(c3cc(CN4CCOCC4)cs3)C3=C2CC(C)(C)CC3=O)cc1 (stereo unspecified)
→ 0.3%	11.5
O=C(COC(=O)CNC(=O)c1ccc(Br)cc1)NCCC1=CCCCC1
→ 4.0%	9.0
COc1ccc(CNC(=O)CCNS(=O)(=O)c2ccc(C)cc2)cc1
→ -2.9%	38.7
CC(=O)Nc1ccccc1/C=C/c1ccc2c(C)cc(C)c(O)c2n1
→ -6.1%	-8.1
CC(C)C[C@H](NC(=O)NCCC1=CCCCC1)C(=O)O
→ -5.2%	7.8
COc1cc(NC(=O)Cn2nc(-c3ccc(F)cc3)ccc2=O)ccc1-n1cnnn1
→ -0.3%	-4.2
CCOc1ccccc1-c1nc(-c2ccc(NC(=O)Cc3ccccc3OC)cc2)no1
→ 4.2%	6.2
C=CCN1C(=O)C(Cc2cccc(Cl)c2)SC1=Nc1ccc(C(=O)O)cc1 (stereo unspecified)
→ -0.3%	-8.4
CCN(c1ccc(NC(=O)COC(=O)c2cccs2)cc1)C(C)C
→ 4.6%	/
Cc1cc(O)c(CN2CCN(c3ccccc3)CC2)cc1C
→ -0.1%	11.1
CCOC(=O)N1CCN(c2ccc(N3C(=O)CCCC3=O)cc2[N+](=O)[O-])CC1
→ -3.3%	-11.1
O=C(Cn1cc(/C=C\[N+](=O)[O-])c2ccccc21)Nc1ccccc1
→ -3.3%	7.8
Cc1nc2cc(CO)ccc2s1
→ -3.3%	/
O=C(COc1nncc2ccccc12)Nc1ccc(Br)cc1F
→ -1.9%	-10.3
O=C(N=NC(=O)c1ccco1)c1ccc2c(O)n(N3C(=O)c4ccccc4C3=O)c(O)c2c1
→ 1.8%	/
Cc1ccc(NC(=O)c2c3c(nc4ccccc24)CCC3)cc1S(=O)(=O)N(C)C
→ 4.3%	1.5
CC(=O)Nc1ccc(N(CC(O)Cn2c3ccccc3c3ccccc32)S(=O)(=O)c2ccc(C)cc2)cc1 (stereo unspecified)
→ -1.1%	/
O=C(Nc1nnc(CCc2ccccc2)s1)c1ccco1
→ 2.4%	-6.0
CN1CCN(CCCCC(=O)c2ccccc2)CC1
→ 1.1%	12.7
Cc1cc(N)nc2nc(C(F)(F)F)nn12
→ -2.0%	17.9
COc1ccc(/C=N/NC(=O)/C(=C/c2ccccc2)CCO)cc1
→ -0.9%	0.0
O=C(NCC(c1ccco1)N1CCCCC1)c1ccc(OCc2ccccc2)cc1 (stereo unspecified)
→ -5.5%	/
COc1ccc(CC(=O)Nc2ccc(C(N)=O)cc2)cc1
→ 2.0%	3.1
Cc1cc(OCC(=O)N2CCOCC2)ccc1NC(=O)C1CCCCC1
→ -1.5%	5.6
CCc1c(C)nc2cc(-c3ccc(OC)cc3)[nH]n2c1=O
→ 2.8%	6.9

Additional results follow.
Below each compound – M. tuberculosis GlmU	Mtb RmlCD inh
N/C(=N\OC(=O)COc1ccc([N+](=O)[O-])cc1)c1cccnc1
→ -0.5%	0.6
Cc1nc(C)c(-c2csc(NCc3ccccc3)n2)s1
→ -3.2%	/
C=CCn1c(SCC(=O)Nc2cc(C)ccc2C)nnc1-c1cnccn1
→ 0.5%	-8.0
COc1cccc(/C=N/NC(=O)C(=O)NCc2ccco2)c1OC
→ 0.8%	4.1
COCCNCC(=O)Nc1nc(C)cs1
→ -2.1%	16.5
CC1Cc2ccccc2N1C(=O)CSc1nnc(-c2ccc(S(=O)(=O)N3CCCC3)cc2)o1 (stereo unspecified)
→ 0.1%	/
c1cncc(CSc2nnc3ccc(-c4ccco4)nn23)c1
→ -3.3%	11.3
CC(=O)N/N=C/c1c(C)[nH]n(-c2ccccc2)c1=O
→ 7.3%	-13.2
CCn1c2ccccc2c2cc(NC(=O)CN(C)CC(=O)Nc3ccc(N4CCOCC4)cc3)ccc21
→ -3.4%	/
Cc1cc(Nc2ccccc2)nc(NCc2ccccc2)n1
→ -8.0%	18.4
O=c1c2ccccc2nc(-c2ccco2)n1-c1ccccn1
→ -2.6%	/
COc1cc(C(=O)NCc2ccc3[nH]c(C)cc3c2)cc(OC)c1OC
→ -7.2%	9.9
Cc1ccccc1NC(=O)Cc1nnc(NC(=O)Nc2ccccc2F)s1
→ -1.4%	-4.5
COC(=O)c1c(-c2cccs2)csc1NC(=O)CN1CCOCC1
→ 6.8%	3.4
CC(=O)C1=C(C)Nc2ncnn2C1c1ccccc1OCc1ccccc1 (stereo unspecified)
→ 5.1%	/
COc1ccc2c(c1)CCCN2C(N)=O
→ -2.9%	6.0
Cc1ccc(C)c(N2CC(O)(c3cccs3)[N+]3=C2CCCC3)c1 (stereo unspecified)
→ -2.6%	-8.8
Cc1ccc(S(=O)(=O)NC(C)(C)CSc2ccccn2)cc1
→ 3.2%	-10.5
COc1ccc(C)cc1NC(=O)CCCN1C(=O)CCC1=O
→ -5.2%	/
Cc1cc(C)cc(N(C(=O)c2csnn2)C(C(=O)NC(C)(C)C)c2ccncc2)c1 (stereo unspecified)
→ -6.8%	16.2
COc1ccccc1S(=O)(=O)Cc1ccc(C(=O)NCCN2CCCCCC2)o1
→ -5.3%	5.4
O=C(CCN1C(=O)c2ccccc2C1=O)NNC(=O)c1ccc(Cl)cc1Cl
→ 0.6%	-10.0
CCCn1c(=O)c2ccccc2n2c(SCC(=O)N3CCc4ccccc4C3)nnc12
→ -3.6%	-8.3
c1ccc(-n2cnnc2SCc2cn3ccsc3n2)cc1
→ -2.3%	19.1
CCOc1cc(C(C#N)N2CCOCC2)ccc1OC (stereo unspecified)
→ 1.6%	-4.1
O=C(CSc1nnc(-c2ccco2)n1CC1CCCO1)NC1CCCC1 (stereo unspecified)
→ 2.0%	15.1
CCOC(=O)c1cnn(-c2ncnc3c2cnn3Cc2ccccc2)c1N
→ -1.6%	/
Cc1ccc(NC(=O)Cn2cnc3ccccc32)cc1C
→ -0.1%	-13.4
Cc1cccc(OCCn2c(-c3ccco3)nc3ccccc32)c1
→ -1.8%	/
CCN1CCN(Cc2ccc(NC(=O)Nc3ccccc3OC)cc2)CC1
→ 1.9%	99.1
O=C(CNc1ccc2ccccc2c1)N/N=C/c1cc2ccccc2nc1Cl
→ 3.2%	-5.4

Fetched one by one from above:
Below each compound – M. tuberculosis GlmU	Mtb RmlCD inh
c1ccc(-n2cnnc2SCc2cn3ccsc3n2)cc1
→ -2.3%	19.1
CCCn1c(=O)c2ccccc2n2c(SCC(=O)N3CCc4ccccc4C3)nnc12
→ -3.6%	-8.3
Cc1cccc(OCCn2c(-c3ccco3)nc3ccccc32)c1
→ -1.8%	/
CCN1CCN(Cc2ccc(NC(=O)Nc3ccccc3OC)cc2)CC1
→ 1.9%	99.1
CCOC(=O)c1cnn(-c2ncnc3c2cnn3Cc2ccccc2)c1N
→ -1.6%	/
Cc1ccc(NC(=O)Cn2cnc3ccccc32)cc1C
→ -0.1%	-13.4

The list is partial; count on the stated rates, not on these rows.
